# Compound activity (PubChem)
# M18AAP inhibitor: PfM18AAP inhibitors, malaria aminopeptidase, primary screen, biochemical, QFRET, recombinant enzyme; H-Glu-NHMec fluorogenic cleavage; inhibition, % at 7.35 µM; 290,000 tested, 1.2% active; AID 1822, 2009;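 active = inhibition above the campaign mean inhibition over all tested compounds plus 3 SD, cut at about 28% in these data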;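 also: 0% = plate median of test compound wells and 100% = 2 mM ZnCl2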
# VIM-2 inhibitor: VIM-2 metallo-beta-lactamase inhibitors, primary screen, biochemical, epi-absorbance readout, Pseudomonas aeruginosa enzyme | 290,000 tested, 0.89% active | AID 1527, 2009 | purified VIM-2, nitrocefin hydrolysis, epi-absorbance fluorescence | inhibition, % at 5.6 µM;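 active = inhibition above the mean of all tested compounds plus 3 SD, cutoff set per screening run, cut at about 7.5% in these data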;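 also: red hydrolysis product quenches plate fluorescence so inhibitors raise well fluorescence; 0% = enzyme with DMSO and 100% = DMSO without enzyme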
# SUMO HTRF inh: inhibitors of in vitro SUMOylation cascade, primary screen, biochemical, HTRF, uHTS; SUMO-conjugating enzyme UBC9 (Homo sapiens), P63279; 290,000 tested, 0.36% active; AID 2006, 2009; HTRF SUMOylation assay, SAE1/SAE2 + UBC9; inhibition, % at 35 µM; in the data active = inhibition above about 50%, passing the limit was not always enough; also: strong numbers were not always called active
# Target sequence (P63279 whole entry, looked up): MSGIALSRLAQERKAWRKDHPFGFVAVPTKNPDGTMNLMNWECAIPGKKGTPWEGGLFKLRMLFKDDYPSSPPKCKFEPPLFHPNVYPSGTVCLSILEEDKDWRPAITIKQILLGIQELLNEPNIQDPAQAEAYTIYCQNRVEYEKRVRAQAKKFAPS
# MEKK2wt PB1 HTS: modulators of MEK5 binding to wildtype MEKK2, primary screen, biochemical, multiplex bead flow cytometry, Alexa488-MEK5. Mitogen-activated protein kinase kinase kinase 2 (Homo sapiens), Q9Y2U5. Alexa488-MEK5 binding to MEKK2 WT; actives lie on both sides. binding response (% of control), % at 10 µM. 290,000 tested, 1.1% active. AID 1531, 2009; in the data active = binding response below about 67% or above about 130%
# MEKK2 mut-MEK5: MEK5 binding signal on mutant MEKK2 PB1, primary screen, biochemical, multiplex bead flow cytometry, Alexa488-MEK5. Alexa488-MEK5 binding to MEKK2 mutant. percent response, % at 10 µM. 290,000 tested, 0.35% active; in the data active = percent response above about 24%, passing the limit was not always enough; also: inactives centre near 1; some results filed as inactive read as strong as hits
# NALP1 inh: NALP1 inflammasome inhibitors in reconstituted yeast, colorimetric, S. cerevisiae, triplicate retest. S. cerevisiae NALP1/ASC/caspase-1 growth, X-gal OD620, 72 h. inhibition, % at 10 µM. 280,000 tested, 0.61% active. AID 2071, 2009; in the data active = inhibition mostly above about 24%, no sharp cut-off; inactive = mostly below about 32%; also: some compounds called inactive have numbers as strong as hits
# HCV NS3 hel inh: inhibitors of HCV NS3 helicase, primary screen, biochemical, Cy5 molecular beacon fluorescence; NS3 helicase DNA unwinding; inhibition, % at 10.9 µM; 290,000 tested, 0.56% active; Hepatitis C virus NS3 helicase;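 active = inhibition above the mean of all tested compounds plus 3 SD, set per campaign, cut at about 35% in these data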;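 also: 0% = DMSO wells and 100% = thioflavine S control wells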
#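 System: NS3 helicase fragment of HCV / Schedule: 1 h at 25 °C / Control set: DMSO alone as 0% and 110 µM thioflavine S as 100% / Reagent: Cy5/quencher beacon DNA duplex and ATP to start / Technique: Cy5 fluorescence / Replication: singlicate / Evaluation: % inhibition of end-to-start signal ratio versus controls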
# IMP-1 inh: IMP-1 metallo-beta-lactamase inhibitors, primary screen, biochemical, epi-absorbance readout, Pseudomonas aeruginosa enzyme; 290,000 tested, 0.45% active; inhibition, % at 5.6 µM; purified IMP-1, nitrocefin hydrolysis, epi-absorbance fluorescence;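 active = inhibition above the mean plus 3 SD of all compounds in the same screening run, cut at about 4.5% in these data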;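 also: 0% = IMP-1 with DMSO and 100% = DMSO wells lacking enzyme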
#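 Test system: recombinant IMP-1 enzyme, purified / Medium: HEPES buffer pH 7.1 with ZnSO4 and Brij 35 / Doses: single dose, 5.6 µM / Times: 25 °C, 15 min preincubation, 25 min reaction / Detection: Epi-absorbance via hydrolysed-nitrocefin quenching of white-plate fluorescence, 480/530 nm, EDTA stop / Evaluation: percent inhibition from optical density relative to buffer-blank wells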
# FID counter: compounds displacing fluorescent DNA intercalator, primary screen, artefact control for HCV NS3 helicase inhibitor project, biochemical, FID fluorescence. DNA fluorescent intercalator displacement. inhibition, % at 7.9 µM. 290,000 tested, 0.17% active. AID 1845, 2009; in the data active = inhibition above about 37%;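 also: 0% = vehicle and 100% = reference compound; higher means more ethidium bromide displaced from hairpin DNA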
# Numbers without * were called inactive; nt = not tested or not shown.
compound	SUMO HTRF inh	VIM-2 inhibitor	MEKK2 mut-MEK5	IMP-1 inh	M18AAP inhibitor	FID counter	NALP1 inh	MEKK2wt PB1 HTS	HCV NS3 hel inh
CCCCNC(=O)C1CCCN(S(=O)(=O)c2ccc(-n3cnnn3)cc2)C1 (stereo not drawn)	-2	0.8	2	2.9	-4	1	-2	103	-5
Cc1cccc(Oc2c(C=O)c3ccccc3n2C)c1	15	-0.9	-3	-1.1	8	-5	-2	96	-7
O=c1c(-c2ccco2)[n+]([O-])c2ccccc2n1OCc1ccccc1	-9	1.8	nt	-0.3	-5	-7	37*	nt	7
O=C(COC(=O)c1cc(-c2cccnc2)nc2ccccc12)Nc1ccc(F)cc1F	10	-1.1	12	-0.7	-3	-10	17	90	-7
CC(C)c1csc(CN2CCCC(CCC(=O)NCc3ccccc3F)C2)n1 (stereo not drawn)	10	-3.0	-9	-2.7	8	0	13	93	-2
CCC(C)Nc1nc2c(c(=O)n(C)c(=O)n2C)n1C (stereo not drawn)	15	-0.7	-2	-1.6	6	-7	5	99	0
CCNC(=S)Nc1ccccc1-c1ccccc1	7	-0.2	-2	-2.2	3	2	17	96	3
COc1ccc(NC(=O)C/C(C)=N/NC(=O)c2cccs2)c([N+](=O)[O-])c1	-7	-5.4	2	-4.3	-2	-10	1	100	22
Cn1ccnc1C(O)(c1ccccc1)c1ccccc1	-3	-0.9	-5	-1.4	-1	0	8	92	9
c1ccc(C[C@H]2CN=C(Nc3ccccc3)N2CCCC2CCCC2)cc1	7	-4.2	21	-4.3	9	10	3	123	-103
Cc1ccc(OCCn2c(=S)[nH]c3c(N)ncnc32)cc1	13	-0.3	-8	-2.8	22	-6	-4	89	1
CC(C(=O)Nc1ccccc1Oc1ccccc1)c1ccccc1 (stereo not drawn)	2	-6.8	0	-3.0	0	-16	28	105	1
O=C(O)c1cccc(N2C(=O)c3cccc4c(Cl)ccc(c34)C2=O)c1	18	-0.4	4	-3.1	3	-5	9	104	-10
CCOc1ccc(CNC(=O)c2nnc(CS(=O)(=O)c3ccccc3)o2)cc1OC	3	-0.8	5	-2.7	-4	-34	5	101	9
CC(C)c1c(O)cc(-c2ccncc2)n(-c2ccc(Cl)cc2)c1=O	16	0.2	0	-1.1	-4	0	19	102	6
Nc1nonc1C(=O)NCCNc1ccc([N+](=O)[O-])cc1	-8	-1.5	-10	-3.9	8	-1	-3	95	2
Cc1cc(C)nc(Nc2n[nH]c(COc3ccc4ccccc4c3)n2)n1	14	-2.8	6	-5.1	-4	1	12	100	-2
COc1cccc(-c2nnc(NC(=O)c3cccc(F)c3)o2)c1	18	nt	1	nt	nt	nt	0	106	nt
CCO[C@@H]1OC(C(=O)N2CCN(Cc3ccc4c(c3)OCO4)CC2)=C[C@H](c2ccc(Br)cc2)[C@H]1CCCO	-2	-1.8	7	-2.9	4	-27	2	106	-21
CCOc1ccc(Nc2nc(Cc3nnc(SCC(=O)c4ccc(C)cc4)o3)cs2)cc1	9	-5.8	-1	-0.7	1	-17	-2	96	9

# 3 entries already listed, arranged by their value in NALP1 inh, rising.
Compound | SUMO HTRF inh | VIM-2 inhibitor | MEKK2 mut-MEK5 | IMP-1 inh | M18AAP inhibitor | NALP1 inh | MEKK2wt PB1 HTS | HCV NS3 hel inh
Nc1nonc1C(=O)NCCNc1ccc([N+](=O)[O-])cc1 | -8 | -1.5 | -10 | -3.9 | 8 | -3 | 95 | 2
Cc1cc(C)nc(Nc2n[nH]c(COc3ccc4ccccc4c3)n2)n1 | 14 | -2.8 | 6 | -5.1 | -4 | 12 | 100 | -2
CC(C)c1c(O)cc(-c2ccncc2)n(-c2ccc(Cl)cc2)c1=O | 16 | 0.2 | 0 | -1.1 | -4 | 19 | 102 | 6

# The results go on:
compound	SUMO HTRF inh	VIM-2 inhibitor	MEKK2 mut-MEK5	IMP-1 inh	M18AAP inhibitor	FID counter	NALP1 inh	MEKK2wt PB1 HTS	HCV NS3 hel inh
O=C(CSc1nnnn1C1CCCC1)N1CCOCC1	26	-0.7	4	-4.3	-8	-6	-8	104	-5
O=C(NCc1ccc2c(c1)OCO2)c1ccccn1	7	-5.5	5	-2.9	4	0	-4	105	-2
O=C(CC12CC3CC(CC(Br)(C3)C1)C2)NC1=NCCS1	18	-2.1	-1	-2.3	-18	-30	-8	99	3
COc1ccc(F)cc1S(=O)(=O)n1nnc2ccccc21	5	4.3	-12	-2.4	-1	7	-7	87	13
CCOc1ccc(OCC)c(NC(=O)C2CCCN(c3nc(C)cc(C)n3)C2)c1 (stereo not drawn)	16	-3.0	7	-2.2	7	-31	16	105	0
Cc1ccc(-c2ccc(S(=O)(=O)Nc3cccnc3)cc2)cc1	24	-2.3	5	-1.6	3	-15	6	102	-3
CN1CCCN(C(=O)C2CCCCC2)CC1	-6	-0.5	2	-3.1	-6	-2	-2	104	10
CCOc1cccc(NC(=O)C2CC(=O)N(C)C2)c1 (stereo not drawn)	28	0.8	0	-4.6	-7	0	-2	99	4
Cc1ccc(S(=O)(=O)CCC(=O)OCC(=O)N2CC(=O)Nc3ccccc32)cc1	25	-4.0	1	-1.2	1	-8	10	102	13
C=CCNc1nc2c(c(=O)[nH]c(=O)n2C)n1Cc1cccc(C)c1	5	-2.8	5	-1.3	4	4	-6	99	-2
Cc1cc2cc(C(=O)N3CCc4c([nH]c5ccccc45)C3c3ccccn3)ccc2o1 (stereo not drawn)	-15	-2.8	-4	-3.2	0	-24	nt	86	-20
CCOC(=O)/C(C#N)=C\c1ccc(N2CCN(C)CC2)cc1	6	-0.3	-8	-2.1	2	-1	31	100	5
CCN1C(=O)CSc2ccc(C(=O)NCc3ccc(OC)cc3)cc21	9	2.1	4	1.0	10	-16	6	102	5
COc1cc(CNCCc2ccccc2F)ccc1OCc1ccc(Cl)nc1	-23	-2.0	9	0.3	-1	15	27	123	-15
O=C1OCc2cc(NS(=O)(=O)c3cccs3)ccc21	4	-0.5	3	-2.6	-5	-1	-2	98	4
CC(=O)NCC(=O)OC(C)C(=O)Nc1ccc(C(C)=O)cc1 (stereo not drawn)	16	-5.6	-3	-2.5	0	2	nt	98	8
CCCn1c2ccccc2c2cnn(CC(=O)NC(C)CC)c(=O)c21 (stereo not drawn)	-6	-2.6	3	-4.6	-8	-37	-7	97	-9
CCOC(=O)CN(C(=O)COc1nc(C)cc(C)c1C#N)c1ccc(Cl)cc1	16	0.8	-9	-1.0	-2	-42	6	86	-12
COc1cc(C=O)ccc1OCc1cccc(Br)c1	-10	0.7	-6	-0.8	-10	-11	25	83	-2
CC1(C)CC(NC(=O)c2cccc([N+](=O)[O-])c2)CC(C)(C)N1	3	-1.6	8	-0.6	-5	9	17	110	-5
Cc1c(O)ccc2c(CN3CCN(Cc4ccccc4)CC3)cc(=O)oc12	44	0.1	7	0.2	-1	-4	29	111	-7
c1ccc(CCN(Cc2ccccc2)C2CCN(C3CCCC3)CC2)cc1	-2	-2.1	17	-1.4	2	15	7	116	-14
CC(O)c1cccc(NC(=O)CCC(=O)O)c1 (stereo not drawn)	23	-2.1	-1	-2.4	2	-5	20	103	8
O=C(NC1CCCC1)C(c1ccc(F)cc1)N(Cc1ccccc1)C(=O)c1csnn1 (stereo not drawn)	4	-4.7	2	-3.7	3	-35	10	101	-3
Cn1c(=O)cc(SCC(=O)NCC2COc3ccccc3O2)c2ccccc21 (stereo not drawn)	8	-2.5	3	-3.7	1	-22	0	105	-1
CCN1CCCC1CNC(=O)Cn1cnc2sc(C)c(S(=O)(=O)N3CCC(C)CC3)c2c1=O (stereo not drawn)	12	-2.9	1	-2.8	3	14	13	97	-11
O=C(c1ccc(F)cc1)N1CCCC(C(=O)N2CCCCC2)C1 (stereo not drawn)	12	-0.6	3	-2.3	-2	-8	4	98	6
CCOc1ccc(OCC)c2sc(C)nc12	14	-5.6	4	-1.2	-4	-6	20	106	-1
CC(C(=O)NCC1(c2ccccc2)CCOCC1)N1CCOCC1 (stereo not drawn)	-7	-3.3	-6	-3.3	-1	5	-14	93	0
CCc1onc(C)c1C(=O)Nc1cc(C)ccc1OC	-6	-2.7	2	-2.3	-21	-8	37	107	1
CCOc1ccccc1N(C)C(=O)c1sc2ncn(CC(=O)N3CCCCC3C)c(=O)c2c1C (stereo not drawn)	8	0.1	-5	-1.8	-6	-48	8	97	-8
CCOC(=O)N1CCN(C(=O)c2ccc3oc(CCCc4ccccc4)nc3c2)CC1	11	0.0	0	-1.6	-9	-57	12	100	15
Cc1noc(C)c1CSc1nc2ccccc2c(=O)n1-c1ccc(F)cc1F	-6	-4.6	nt	-0.6	-2	-16	-2	nt	-14
COc1ccc(OC2C(=O)N(Cc3ccc4c(c3)OCO4)C2c2cccs2)cc1 (stereo not drawn)	2	-2.1	3	-2.9	-5	-7	15	107	-8
O=S(=O)(c1ccccc1Br)N1CCC(O)(c2cccnc2)CC1	4	-5.9	-8	-2.4	-2	-7	-10	102	-9
CCn1c(SCC(=O)NNC(=S)Nc2ccccc2)nnc1-c1ccc(Cl)cc1	-77	0.3	0	-3.9	15	-27	14	101	7
O=S(=O)(Nc1cccc(-c2cn3c(n2)SCC3)c1)c1cccs1	2	-1.9	-1	-0.7	2	0	-1	94	-14
COc1ccc(CN(CC(=O)NCc2ccco2)C(=O)CCC(=O)Nc2nccs2)cc1	13	-2.6	-2	-2.5	6	-19	3	98	4
COc1ccc(S(=O)(=O)Nc2ccc3oc4ncccc4c(=O)c3c2)cc1OC	-1	-1.4	1	-0.5	5	2	nt	103	-5
COc1ccc(/C=N/NC(=O)c2ccc(-c3ccccc3)cc2)cc1O	-4	-2.7	-1	-4.5	5	-19	16	101	6
CC1CCCCC1NC(=O)c1ccncc1 (stereo not drawn)	12	-0.6	9	-2.4	-7	-2	8	106	-5
CCOC(=O)c1cc2sccc2n1CC(=O)O	20	0.0	5	0.7	2	1	23	106	-1
COc1ccc(C23CC4CC(CC(C4)C2)C3)cc1C(=O)NCCN(C)C	6	5.1	17	-2.2	3	24	31	140*	-45
O=C(Cn1cnc2c(oc3ccccc32)c1=O)c1ccccc1	16	-2.1	2	-3.3	2	0	-11	99	2
Cc1cc(C(=O)NCc2ccc(C(=O)O)o2)c(C)o1	-3	-1.0	3	-0.1	6	-5	-11	100	1
